Screening results deposited in PubChem BioAssay by several laboratories.
NPR1 activator: GC-A stimulated cGMP production enhancers – HEK293 GC-A cells, cGMP TR-FRET, EC30 ANP, primary screen. 0% at EC30 ANP, 100% saturating ANP. activation, % at 10 µM. 370,000 compounds, 0.14% hits. AID 1671463, 2021; in the data active = activation above about 40%
Target sequence (P16066 whole entry, looked up): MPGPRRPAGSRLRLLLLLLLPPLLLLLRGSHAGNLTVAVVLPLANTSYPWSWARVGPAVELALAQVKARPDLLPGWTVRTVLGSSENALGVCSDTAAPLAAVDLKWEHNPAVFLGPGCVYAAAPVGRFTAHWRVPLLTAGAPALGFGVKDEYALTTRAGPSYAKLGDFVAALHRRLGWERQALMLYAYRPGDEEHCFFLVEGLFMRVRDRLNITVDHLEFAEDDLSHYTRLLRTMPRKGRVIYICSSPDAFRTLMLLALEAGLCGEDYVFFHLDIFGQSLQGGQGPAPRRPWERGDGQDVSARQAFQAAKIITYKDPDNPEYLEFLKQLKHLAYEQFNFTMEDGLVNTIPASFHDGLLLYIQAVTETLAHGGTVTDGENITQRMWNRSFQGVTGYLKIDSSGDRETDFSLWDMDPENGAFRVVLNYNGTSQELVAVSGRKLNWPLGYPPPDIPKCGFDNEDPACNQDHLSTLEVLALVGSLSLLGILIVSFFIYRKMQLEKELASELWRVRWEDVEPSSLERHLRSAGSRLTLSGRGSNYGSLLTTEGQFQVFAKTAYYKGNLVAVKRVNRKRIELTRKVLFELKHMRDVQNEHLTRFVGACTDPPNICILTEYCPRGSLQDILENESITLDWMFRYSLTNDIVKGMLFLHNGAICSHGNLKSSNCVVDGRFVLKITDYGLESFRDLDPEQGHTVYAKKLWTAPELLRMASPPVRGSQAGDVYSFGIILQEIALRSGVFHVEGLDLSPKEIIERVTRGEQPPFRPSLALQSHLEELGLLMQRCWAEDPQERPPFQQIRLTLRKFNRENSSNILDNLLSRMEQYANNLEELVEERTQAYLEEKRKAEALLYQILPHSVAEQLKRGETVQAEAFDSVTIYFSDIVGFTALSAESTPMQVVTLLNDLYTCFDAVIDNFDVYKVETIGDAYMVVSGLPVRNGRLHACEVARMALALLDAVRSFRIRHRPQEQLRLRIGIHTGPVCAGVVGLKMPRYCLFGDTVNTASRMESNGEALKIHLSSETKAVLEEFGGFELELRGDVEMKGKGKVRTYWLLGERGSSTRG
rCAG RNA binder: binders of r(CAG) RNA repeats, primary screen, biochemical, fluorescence; r(CAG) RNA repeat, TO-PRO-1 dye displacement fluorescence; inhibition, % at 3 µM; 370,000 compounds, 1.3% hits;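 active = inhibition above the plate cutoff, the mean of all test compounds on that plate plus 3 SD, cut at about 35% in these data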;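 note: 0% = DMSO alone and 100% = 100 µM mitoxantrone as full dye displacement; higher means more dye released from RNA so lower well fluorescence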
mABHD4 FP: ABHD4 inhibitors, primary screen, biochemical, fluorescence polarization, mouse | 370,000 compounds, 0.54% hits | (Lyso)-N-acylphosphatidylethanolamine lipase (Mus musculus), Q8VD66 | AID 720543, 2013 | purified mABHD4, FP-Rh probe fluorescence polarization | inhibition, % at 8.92 µM;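 active = inhibition exceeding the mean over every tested compound plus 3 SD, cut at about 30% in these data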;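 note: 0% = plate median of compound wells and 100% = S159A mutant with DMSO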
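system = mouse ABHD4 enzyme, wild type | medium = HEPES pH 7.0, NaCl, Pluronic buffer | also added = FP-Rh probe | incubation = Enzyme–compound pre-incubation 45 min, then probe 60 min, both 25 °C | technique = fluorescence polarization, excitation 525 nm, emission 598 nm, BODIPY TMR filters | controls = S159A mutant high control, sample median low control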
UHRF1 MBD2 ctr: UHRF1 methylated DNA binding inhibitors, primary screen, counter-screen for MBD2 inhibitor project, biochemical, TR-FRET, human UHRF1, single concentration; 370,000 compounds, 0.75% hits; inhibition, % at 4.4 µM; E3 ubiquitin-protein ligase UHRF1 (Homo sapiens), Q96T88; UHRF1 binding to methylated oligo; in the data active = inhibition above about 21%;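 note: UHRF1 SRA domain binding a hemimethylated CpG hairpin DNA probe; 0% = median of test compound wells and 100% = reference inhibitor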
PRMT1 FP inh: PRMT1 methyltransferase inhibitors, primary screen, biochemical, fluorescence polarization. recombinant PRMT1, activity-based probe fluorescence polarization. 370,000 compounds, 1.3% hits. Protein arginine N-methyltransferase 1 (Homo sapiens), Q99873. inhibition, % at 2.79 µM;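 active = inhibition above about 21% made by adding two undisclosed values, limit read from the data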
SIAE inh: human SIAE inhibitors, primary screen, biochemical, fluorescence polarization, FP-Rh probe, 1536-well HTS; Sialate O-acetylesterase (Homo sapiens), Q9HAT2; SIAE FP-Rh probe binding; inhibition, % at 9.66 µM; 370,000 compounds, 0.69% hits; AID 1053197, 2014;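 active = inhibition above a cutoff: mean of compounds within the control limits plus 3 SD of those, cut at about 17% in these data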;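 note: 0% = plate median of compound wells and 100% = probe without SIAE protein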
MBD2 inh: inhibitors of MBD2 binding to methylated DNA, primary screen, biochemical, TR-FRET, DNA-binding domain, human; MBD2 binding to methylated oligonucleotide; inhibition, % at 4.4 µM; 370,000 compounds, 0.31% hits; in the data active = inhibition above about 13%
HTRA1 inh: HTRA1 serine protease inhibitors, primary screen, biochemical, fluorescence polarization, HTS. Q92743. recombinant HTRA1, FP-rhodamine activity-based probe. inhibition, % at 5.96 µM. 340,000 compounds, 0.5% hits. AID 504803, 2011; in the data active = inhibition above about 36%;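 note: 0% = enzyme with DMSO and 100% = wells lacking enzyme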
GC-B act: human GC-B receptor activators, primary screen, HEK293 GC-B cells, cGMP TR-FRET, EC30 CNP | Atrial natriuretic peptide receptor 2 (Homo sapiens), P20594 | 0% at EC30 CNP, 100% saturating CNP | activation, % at 10 µM | 370,000 compounds, 0.11% hits;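 active = activation at 10 µM reaching about 35% in either raw or pattern-adjusted values, limit read from the data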
TCR CD3 inh: inhibitors of human TCR-CD3 interaction, primary screen, biochemical, fluorescence, TAMRA-labeled TCR probe. T-cell receptor (TCR). inhibition, % at 9.4 µM. 360,000 compounds, 0.37% hits. AID 651800, 2012; in the data active = inhibition above about 19%;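 note: recombinant mutant TCR 2C K166C tagged with TAMRA read by polarization; 0% = receptor in buffer alone and 100% = receptor with positive control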
An asterisk follows results filed as active; . = not tested or not shown.

SMILES	NPR1 activator	rCAG RNA binder	mABHD4 FP	UHRF1 MBD2 ctr	PRMT1 FP inh	SIAE inh	MBD2 inh	HTRA1 inh	GC-B act	TCR CD3 inh
O=C(Cc1ccccc1)c1c[nH]c(C(=O)NCCCn2ccnc2)c1	-2	-2	2	0	-3	1	1	.	2	11
O=C(Cc1c(F)cccc1Cl)Nc1nccs1	1	-1	2	0	-1	2	-4	-1	2	7
CCn1cnc2cc(NC(=O)c3cccs3)ccc21	-2	0	-1	1	6	-7	1	6	-3	-7
Cc1ccccc1NC(C)C(=O)N/N=C/c1ccccc1OCc1cccc(Br)c1 (stereo not given)	-7	6	-17	-2	2	-1	1	-37	-5	9
COCc1ccc(C(=O)Nc2ccccc2C(=O)NCc2cccnc2)cc1	-2	-3	2	0	-1	-2	3	-3	1	0
Cc1ccc(NC(=S)NCc2ccccc2)cc1S(=O)(=O)N1CCCCC1	-4	12	-41	3	13	-13	7	-33	5	-1
CCN(CC)C(=O)CSc1nc(COc2ccccc2)nc2ccccc12	-4	-8	2	2	4	-2	0	-1	-1	-8
CC(C)COP(=O)(OCC(C)C)C(Nc1ccccc1)c1ccccc1 (stereo not given)	-26	-9	-1	-2	-6	1	-5	-9	-22	1
CN(C)CCN=c1cc(-c2ccccc2)oc2ccc(Cl)cc12	1	0	0	2	5	16	-3	-5	-9	-4
COc1ccc(Cl)cc1N1CC(c2nc3ccccc3[nH]2)CC1=O (stereo not given)	-3	1	0	-1	-1	6	-1	-1	1	3
COC(=O)C[C@H]1CC[C@@H]2[C@H](COc3ccc(NC(=O)c4cccc(F)c4)cc3C(=O)N2C)O1	1	0	1	2	-2	2	0	.	1	.
O=C(NNS(=O)(=O)c1ccccc1Cl)c1nn(-c2ccc(F)cc2)ccc1=O	3	1	6	1	-1	2	4	2	-4	-3
CCC(C)NS(=O)(=O)c1ccc(OCC(=O)N2CCC(C)CC2)cc1 (stereo not given)	-3	-4	-5	18	3	2	6	11	4	3
Cc1ccc(C)c(NC(=O)C2CCCN2/C=C/C(=O)C(F)(F)F)c1 (stereo not given)	-1	-3	3	1	0	6	1	2	1	0
CCOC(=O)c1c(NC(=O)Cn2nc(C(=O)O)c3ccccc3c2=O)sc2c1CCC(C)C2 (stereo not given)	-2	10	1	4	4	1	-1	0	-2	1
C[n+]1cccc2cccc([O-])c21	2	9	17	10	7	11	2	32	3	13
Cc1cc(C)c(C(N)=O)c(Nc2ccc3c(c2)OCCO3)n1	-1	0	-6	5	-4	-1	-6	1	-4	-2
COC(C(=O)Nc1ccnn1C1CCN(C(=O)c2ccc(C=O)cc2)CC1)c1ccccc1 (stereo not given)	0	2	-2	11	-3	-1	-2	-3	4	-2
Cc1cc(C)c(NC(=O)COC(=O)C2CCCCC2)c(C)c1	1	-2	0	6	-7	10	4	-3	4	4
C=C(C)C(=O)Nc1ccc(OC(F)(F)C(F)F)c(NC(=O)C(=C)C)c1	3	44*	1	0	0	0	0	0	-1	0
OCCN(CCO)c1ccc(C(c2ccc(Cl)cc2)c2ccc(N(CCO)CCO)cc2Cl)c(Cl)c1	-10	9	18	1	3	10	2	29	-9	6
CCN(CC)CCCN(C(=O)Cn1nnc(-c2ccc(OC)c(OC)c2)n1)C(C(=O)NC(C)(C)C)c1ccc(F)cc1 (stereo not given)	1	-4	5	0	0	6	3	0	0	0
Cc1ccc(S(=O)(=O)N2CCC(C(=O)OC(C)C(=O)N(C)c3ccccc3)CC2)cc1C (stereo not given)	-3	-4	2	11	-9	-12	7	-7	3	3
Cc1ccc(C(CNC(=O)Nc2cccc(C)c2)N2CCN(C)CC2)cc1 (stereo not given)	0	-5	0	0	-1	-5	5	13	0	-3
COC1C=CC(CNC(=O)c2cc3c(=O)n4cccc(C)c4nc3n2C)(OC)O1 (stereo not given)	5	-3	-2	69*	1	-2	2	11	-1	-7

Reprinted from the part before: five compounds; new compounds follow.
SMILES	NPR1 activator	rCAG RNA binder	mABHD4 FP	UHRF1 MBD2 ctr	PRMT1 FP inh	SIAE inh	MBD2 inh	HTRA1 inh	GC-B act	TCR CD3 inh
OCCN(CCO)c1ccc(C(c2ccc(Cl)cc2)c2ccc(N(CCO)CCO)cc2Cl)c(Cl)c1	-10	9	18	1	3	10	2	29	-9	6
CCN(CC)CCCN(C(=O)Cn1nnc(-c2ccc(OC)c(OC)c2)n1)C(C(=O)NC(C)(C)C)c1ccc(F)cc1 (stereo not given)	1	-4	5	0	0	6	3	0	0	0
Cc1ccc(S(=O)(=O)N2CCC(C(=O)OC(C)C(=O)N(C)c3ccccc3)CC2)cc1C (stereo not given)	-3	-4	2	11	-9	-12	7	-7	3	3
Cc1ccc(C(CNC(=O)Nc2cccc(C)c2)N2CCN(C)CC2)cc1 (stereo not given)	0	-5	0	0	-1	-5	5	13	0	-3
COC1C=CC(CNC(=O)c2cc3c(=O)n4cccc(C)c4nc3n2C)(OC)O1 (stereo not given)	5	-3	-2	69*	1	-2	2	11	-1	-7
Cc1c(S(=O)(=O)N2CCN(C(c3ccccc3)c3ccccc3)CC2)c(=O)n(C)c(=O)n1C	-1	0	-8	7	9	-6	10	-1	4	-10
CC(=O)N1CCN(S(=O)(=O)c2ccc(S(=O)(=O)NC3CCCCC3)cc2)CC1	-3	-2	3	20	-2	-8	0	0	-1	1
CCOc1ccc(C(=O)Nc2ccc(S(=O)(=O)N3C[C@@H]4C[C@@H](C3)c3cccc(=O)n3C4)cc2)cc1	1	4	-2	1	3	2	2	-10	-3	-9
Cc1nc2cc(S(=O)(=O)N(C)C)ccc2n1-c1ccccc1	1	-3	0	2	2	-2	2	1	2	-3
O=C(Cc1ccccc1)N/N=C/c1cccnc1	0	4	-1	-3	-5	4	-4	4	3	5
CC(=O)c1cccc(OC(=O)c2cc(S(=O)(=O)N3CCOCC3)ccc2N2CCCC2)c1	-2	2	2	-1	-1	3	-6	7	4	0
O=C(O)C(Cc1ccnc2ccccc12)=NO	2	3	11	0	-7	5	-1	9	-1	-3
Cn1nccc1-c1cc(Cl)cc(Cl)c1O	-1	1	0	11	-1	0	5	.	-11	-6
CC(C)CC(=O)NNC(=S)Nc1ccc(S(N)(=O)=O)cc1	0	0	-5	-2	6	10	1	4	7	-2
Cc1ccc(S(=O)(=O)N2CCCCC2C(=O)N2CCN(C)CC2)cc1 (stereo not given)	5	-1	1	-2	6	6	1	-4	5	-1
O=C(/C=C/c1cccs1)Nc1nc(-c2ccccc2)cs1	17	11	-34	-1	0	-20	-1	-50	-4	-2
CN(C)CCCNC(=O)C[C@H]1C[C@H](C(=O)N2CCOCC2)[C@@]2(C)c3[nH]c4ccc(Cl)cc4c3CCN2C1=O	1	6	1	0	-2	1	2	6	3	-1
CC(C)(C)c1ccc(C#C[C@@H]2C=C[C@H]3OC(=O)CC/C=C/CCC(=O)OC[C@H]3O2)cc1	1	7	-4	1	5	2	3	.	9	3
CCOc1cc(CNn2nnnc2N)ccc1OCC(=O)NC(C)(C)C	0	-3	6	1	3	1	8	1	10	-3
Cc1ccc(-c2cc(C(=O)OCC(=O)N(C)c3c(N)n(Cc4ccccc4)c(=O)[nH]c3=O)c3ccccc3n2)o1	-3	15	1	2	24*	2	2	-22	-2	-5
COc1ccccc1-n1c(N)c(C(=O)NCC2CCCO2)c2nc3ccccc3nc21 (stereo not given)	18	8	2	-5	-3	3	-2	-9	10	3
CN(C)/C=C/C(=O)c1ccc(Oc2ncccn2)cc1	2	0	-3	-1	-1	6	1	3	-5	-2
Cc1ccc2nc(NC(=O)C3CCCN(S(=O)(=O)c4cccnc4)C3)sc2c1 (stereo not given)	48*	5	-5	3	-4	-6	-8	-10	-8	-9
CCCCOCCCNC(=O)C1c2ccccc2Oc2ccccc21	-5	-5	-2	0	4	-3	1	3	-7	12
CCC(=Nc1ccccc1)C1=C(O)CCCC1=O	-8	-1	2	3	3	0	-1	.	3	-4
CCOc1ccc(-c2cc(CCCC(=O)NCCc3ccccc3)no2)cc1	.	-2	-2	-1	-1	-12	-1	-4	.	-4
O=C(c1ccc(Cl)c(Cl)c1)N1CCC(O)(CN2CCOCC2)CC1	.	-5	-2	1	0	1	0	1	.	-4
CN1CCN(c2nc3c(c(=O)n(C)c(=O)n3C)n2CCSc2nnnn2-c2ccccc2)CC1	-2	-7	3	0	-3	3	-2	-1	-5	-5
Cc1ccc(NC(=O)C2CCCN(S(=O)(=O)c3c(C)noc3/C=C/N(C)C)C2)cc1F (stereo not given)	1	29	-18	3	6	-4	5	-69	6	-2
CN1C2=CC=CC=CC2=[N+](C)C12C=CC(=[N+]([O-])[O-])C=C2[N+](=O)[O-] (stereo not given)	0	0	3	-23	0	-2	-25	8	-2	-6
SMILES	NPR1 activator	rCAG RNA binder	mABHD4 FP	UHRF1 MBD2 ctr	PRMT1 FP inh	SIAE inh	MBD2 inh	HTRA1 inh	GC-B act	TCR CD3 inh
O=C(CN1CCN(Cc2ccccc2)CC1)Nc1ccc(Br)cc1	4	-7	4	1	-2	-4	2	0	2	-4
CCCCNc1cc(=O)oc2ccccc12	0	-1	2	-2	-1	5	-6	1	2	1
CC(C)C(=O)NNC(=O)CSc1nc(C2CCCCC2)nc2ccccc12	0	2	9	3	0	1	-1	10	-3	1
N/C(=N\OC(=O)N1CCOCC1)c1ccc(Cl)cc1	3	2	0	1	-1	-5	-4	3	2	7
CCC(=O)c1ccc(OC(=O)c2cnccn2)cc1	0	4	1	4	0	-6	5	5	4	1
COc1ccc(NC(=O)c2cc(-c3ccccc3Cl)on2)cc1	11	1	-1	-1	1	-1	-1	-16	-3	7
CCC1CCCCN1CCCNC(=O)c1ccc2c(c1)N(Cc1c(F)cccc1Cl)C(=O)CS2 (stereo not given)	-7	7	-5	-1	-3	6	-1	2	-6	1
CC(=O)NC(CC(=O)Nc1ccc2c(c1)OCCO2)c1ccccc1 (stereo not given)	-6	2	-4	2	2	9	0	6	2	-4
CC(=O)NNc1nc2ccccc2s1	5	0	11	3	3	7	0	3	2	-1
CC(C)(C)NC(=O)c1cc2c(ccc3ccccc32)oc1=O	6	-1	-5	10	-1	14	4	-6	-9	-2
CCOc1ccc(N(C)Cc2cc(=O)oc3ccc(OCC)cc23)cc1	1	1	10	22*	5	10	3	4	-3	-2
CC(=O)Oc1ccc(C(=O)Nc2cccc(C(=O)Nc3ccccc3C(=O)O)c2)cc1	-5	50*	-15	1	7	-18	1	28	3	-9
COc1ccc(C(C(=O)NC2CCCCC2)N(CC2CCCO2)C(=O)CNC(=O)c2ccco2)cc1 (stereo not given)	-5	-10	-2	-2	-2	2	-4	4	2	0
COc1ccc(CCN2CC(C(=O)NCCc3ccc(C)cc3)CC2=O)cc1OC (stereo not given)	0	-3	-3	-1	-5	-4	-5	-2	1	10

Some of the compounds tested (hit frequency here may not be typical).
